Screens: PubChem BioAssay, National Center for Advancing Translational Sciences (NCATS)
Tb PGK inh = blocks T. brucei phosphoglycerate kinase; P07378; PGK/GAPDH coupled, Kinase-Glo luminescence, 60 min; Potency, µM (highest dose often 57.5 µM), for inactives: at the highest dose activity change, negative = inhibition, most hits filed as inhibitors; 380,000 compounds, 0.043% hits; note: % is set by controls: 0 for no effect and ±100 for the full control effect; nearly all actives have a fitted effect of over 60% in size
Target sequence (P07378 whole entry, looked up): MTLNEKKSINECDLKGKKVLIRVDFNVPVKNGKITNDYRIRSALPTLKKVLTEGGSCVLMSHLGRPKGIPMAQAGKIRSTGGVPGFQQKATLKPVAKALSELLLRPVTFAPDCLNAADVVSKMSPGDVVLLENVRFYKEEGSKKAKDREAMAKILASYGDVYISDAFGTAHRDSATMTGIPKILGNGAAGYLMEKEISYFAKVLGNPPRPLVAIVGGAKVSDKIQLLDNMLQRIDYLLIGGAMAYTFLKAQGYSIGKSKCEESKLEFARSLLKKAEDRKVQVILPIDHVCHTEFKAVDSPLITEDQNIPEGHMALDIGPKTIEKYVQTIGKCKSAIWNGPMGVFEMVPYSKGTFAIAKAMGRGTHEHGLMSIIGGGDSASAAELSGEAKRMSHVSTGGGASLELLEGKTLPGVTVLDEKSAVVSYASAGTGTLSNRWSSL
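Luminescent ATP detection (Kinase-Glo Plus) follows a 60-minute room-temperature incubation, with wells lacking PGK as controls. Buffer: 100 mM TEA (pH 7.6), 5 mM MgCl2, 0.01% Tween-20. Coupling enzyme GAPDH (100 nM final) supplies unstable 1,3-BPG in-well.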
Pin1 inhibitor = inhibitors of human Pin1 | Potency, µM (titrated, usually from 115 µM), inactives show at the top dose activity, negative = inhibition, most hits filed as inhibitors | 390,000 compounds, 0.009% hits | Q13526 | Pin1 FP peptide displacement, HiFluor488, 10 min; active = well fitted inhibition curve with a large enough effect in the polarisation, with a control signal flat, not every such curve was filed as active; inconclusive = small, poorly fitted or top-dose-only effect, or effect the other way, or a change in a side signal; inactive = no such curve, though single readings can be large or run the other way; the % refers to the polarisation; note: % is set by controls: 0 for no effect and ±100 for the full control effect
ALOX12 inh = inhibitors of human 12S-lipoxygenase ALOX12; purified 12hLO, xylenol orange hydroperoxide absorbance; Potency, µM (titrated, usually from 108 µM), without a hit: at the highest dose activity change, negative = inhibition, actives largely listed as inhibitors; 580,000 compounds, 1.1% hits; note: % is set by controls: 0 for no effect and ±100 for the full control effect
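Hydroperoxide product was detected by ferrous iron/xylenol orange as the 573 to 405 nm absorbance ratio. Arachidonic acid at 40 uM (final) was turned over for 30 min at room temperature by 150 nM human 12hLO, pH 7.0 Hepes buffer, after 15 min compound preincubation.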
JMJD2A Tudor inh = blocks the human JMJD2A Tudor domain. AlphaScreen JMJD2A-Tudor / H3K4me3 peptide binding. Potency, µM (titrated, usually from 114 µM), inactives show at the highest dose activity change, negative = inhibition, usual class: inhibitors. 390,000 compounds, 4.4% hits. AID 504339; note: % is set by controls: 0 for no effect and ±100 for the full control effect; nearly all actives have a fitted effect of over 50% in size
TrxR1 inh = blocks rat thioredoxin reductase 1; O89049; Potency, µM (doses to about 114 µM), for inactives: at the top dose activity change, negative = inhibition, most hits filed as inhibitors; recombinant rTrxR1, NADPH fluorescence consumption, selenite substrate; 390,000 compounds, 1% hits; note: % is set by controls: 0 for no effect and ±100 for the full control effect; nearly all actives have a fitted effect of over 65% in size
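Rat TrxR1 (90 nM in the dispensed reagent) was pre-reduced with 400 uM NADPH for 5 min at room temperature, then incubated with compound for 15 min. After 400 uM selenite was added, NADPH fluorescence (Ex 340/Em 450 nm) was followed for 8 min.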
HP1b chromo inh = blocks HP1-beta chromodomain binding to methylated histone tails; 390,000 compounds, 0.56% hits; AlphaScreen HP1-beta / biotin-H3K9me3 peptide binding; Potency, µM (top dose mostly 114 µM), without a hit: at the top dose activity change, negative = inhibition, usual class: inhibitors; AID 540317; P83916; note: nearly all actives have a fitted effect of over 70% in size; inactives centre near 23
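AlphaScreen: HP1-beta (50 nM) preformed 30 min with biotin-H3(1-18)K9me3 peptide (50 nM) in PBS pH 7.4, 0.01% Tween-20. Compound added for 30 min at RT, then streptavidin donor/nickel chelate acceptor beads (10 ug/mL) for 30 min.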
RGS4 inh = inhibitors of human regulator of G protein signaling 4; Transcreener GDP fluorescence polarization, RGS4-accelerated GTP hydrolysis; Potency, µM (doses to about 114 µM), inactives show at the highest dose activity change, negative = inhibition, usual class: inhibitors; 390,000 compounds, 0.039% hits; note: % is set by controls: 0 for no effect and ±100 for the full control effect; nearly all actives have a fitted effect of over 75% in size; some results filed as inactive show a strong effect at the top dose
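MLSMR compounds (23 nl, pin-transferred) preincubated 10 min at room temperature with a 500nM (2x) first reagent, then RGS4 at 900nM (2x) plus Transcreener GDP mix added; fluorescence polarization (620/688 nm) read before and after 90 min at 30 °C.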
ERG Ets-DNA blk = blocks human ERG Ets domain binding to DNA | AID 624246 | fluorescence polarization, His-ERG Ets domain / labelled DNA | P11308 | 370,000 compounds, 0.028% hits | Potency, µM (doses to about 76.9 µM), without a hit: at the highest dose FP activity, negative = inhibition, actives largely listed as inhibitors; active = well fitted inhibition curve with a large enough effect in the polarisation, with a control signal flat; inconclusive = small, poorly fitted or top-dose-only effect, or effect the other way, or a change in a side signal; inactive = no such curve, though single readings can be large or run the other way; the % refers to the polarisation;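 note: polarization taken with two DNA probes labelled with fluorescein and Texas red; % of control where 0% means no effect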
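His-tagged ERG Ets domain (1 uM in the protein solution; 300mM KCl, 50mM Tris-HCl, 1mM EDTA, 1mM DTT, pH 7.5) received compound, then a probe mix of 5 nM fluorescein-DNA and 100nM Texas-615-DNA. Fluorescence polarization was read for both dyes.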
GLS inh = blocks human kidney-isoform glutaminase activity. O94925. GLS enzymatic activity, qHTS titration. Potency, µM (series often up to 45.5 µM), without a hit: top-dose activity change, negative = inhibition, actives largely listed as inhibitors. 410,000 compounds, 0.21% hits; note: % is set by controls: 0 for no effect and ±100 for the full control effect
Target sequence (O94925 whole entry, looked up, canonical isoform): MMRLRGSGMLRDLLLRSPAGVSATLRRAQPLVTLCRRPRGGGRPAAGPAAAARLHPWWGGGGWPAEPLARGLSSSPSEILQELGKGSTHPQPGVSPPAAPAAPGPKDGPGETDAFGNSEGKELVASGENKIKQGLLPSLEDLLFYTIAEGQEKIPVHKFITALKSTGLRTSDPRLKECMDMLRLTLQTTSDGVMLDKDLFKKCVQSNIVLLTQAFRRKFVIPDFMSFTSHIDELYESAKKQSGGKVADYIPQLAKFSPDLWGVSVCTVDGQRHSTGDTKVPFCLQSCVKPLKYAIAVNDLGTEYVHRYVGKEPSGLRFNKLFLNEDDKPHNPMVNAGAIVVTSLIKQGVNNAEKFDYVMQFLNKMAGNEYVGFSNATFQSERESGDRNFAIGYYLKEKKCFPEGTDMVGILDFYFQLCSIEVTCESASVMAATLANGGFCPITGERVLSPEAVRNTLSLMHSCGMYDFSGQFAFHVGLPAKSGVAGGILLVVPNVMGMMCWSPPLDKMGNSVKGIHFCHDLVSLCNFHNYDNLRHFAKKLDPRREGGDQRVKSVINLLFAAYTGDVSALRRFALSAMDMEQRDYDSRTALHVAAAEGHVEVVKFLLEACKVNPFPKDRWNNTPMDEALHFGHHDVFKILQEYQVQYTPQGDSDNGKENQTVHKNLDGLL
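Coupled fluorescence readout: glutamate oxidase/HRP/Amplex Red detect glutamate formed by hKGA from L-glutamine (1 mM solution added). Buffer 45 mM KH2PO4 pH 8.2, 0.02% Tween-20; reads at t0 and 30 min RT.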
Active calls of the source: *; i = inactive; u = inconclusive; x = no result given; & = joins results of further samples; [ ] = remark or other dose. Unless noted, calls come from the whole dose curve; as a rule, active = well fitted curve in the direction sought with a large enough effect; inconclusive = small, poorly fitted or top-dose-only effect, or another doubt; inactive = no such curve, though single readings can be large; an effect the other way counts as inactive or inconclusive. Potency is the fitted concentration of half-maximal effect.

SMILES	Tb PGK inh	Pin1 inhibitor	ALOX12 inh	JMJD2A Tudor inh	TrxR1 inh	HP1b chromo inh	RGS4 inh	ERG Ets-DNA blk	GLS inh
O=C(NCCCCNC(=O)c1ccccc1F)c1ccccc1F	-4%	-2%	0%	-10%	2%	23%	-7%	1%	-2%
CC(C)c1nnc(NC(=O)CCC(=O)N2CCC(Cc3ccccc3)CC2)s1	8%	-10%	-8%	-13%	13%	64%[activator]	-9%[11.4 µM]	-3%	-5%
O=C1OC(Cc2ccncc2)C(O)=C1C1=NCCCN1 (centres undefined)	-8%	-5%	-13%	-8%	-1%[57.1 µM]	12%	14%	-5%	1%
CCCn1ncc(CN2CCN(CCc3ccccc3)C(CCO)C2)c1C (centres undefined)	-9%	5%	-10%	-17%	9%	2%	2%	-7%	6%
CC(=O)c1cc(-c2ccccc2)n(CC(=O)NC(C)(C)C)c1C	-8%	7%	-11%	-19%	13%	9%	2%	11%	-1%
COc1ccc(CNC(=O)CCCCCn2c(SCC#N)nc3cc4c(cc3c2=O)OCO4)cc1	-1%	9%	u	-29%	33%	2%	17%	6%	3%
c1ccc(Cn2nnc3c(NCc4ccc5c(c4)OCO5)ncnc32)cc1	0%	3%	11%	-13%	17%	26%	-18%	14%	1%
CCCCC(=O)Nc1ccc(C(=O)Nc2ccc(OC)cc2[N+](=O)[O-])cc1	-1%	u	15%	-14%	12%[0.457 µM]	26%	4%	-1%	0%
COc1cc2nc(SCC(=O)Nc3ccccc3C)n3nc(CCn4c(C)nc5ccccc54)nc3c2cc1OC	x	13%	0%	u	-10%	20%	-30%	9%	-1%
COc1ccc(CNc2nc(-c3ccc(Cl)cc3)nn2S(=O)(=O)c2ccc(C)cc2)cc1	-1%	-2%	0%	-7%	21%	39%[activator]	19%	1%	-6%
O=C(NCCS(=O)(=O)NCc1ccc(F)cc1)c1ccc2c(c1)OCO2	-5%	-1%	-16%	11%	6%[57.1 µM]	40%[activator]	-11%	1%	-2%
O=C1c2ccccc2NC(c2cccs2)N1O (centres undefined)	-1%	1%	-26%	u	4%[57.1 µM]	46%[activator]	-9%	-14%	14%
Cc1cccc(CCNC(=O)c2ccc3c(c2)nc2n3CCC(C)C2)c1 (centres undefined)	i	2%	-9%	0%	11%[57.1 µM]	24%[57 µM]	-14%	-10%	-2%
C=C1CCC(N(O)c2cc(C)on2)C(=C)CCC2C1CC2(C)C (centres undefined)	-1%	u	-17%	-24%	1%[57.1 µM]	15%	-26%	12%	32%[activator]
COC(=O)c1sccc1S(=O)(=O)N(CC(=O)NCc1ccc(F)cc1)c1ccc(C)c(C)c1	-7%	-1%	-25%	-29%	11%[57.1 µM]	11%	4%	-2%	2%
CCOC(=O)N1CCN(C(=O)c2ccc(N(Cc3ccccc3)S(C)(=O)=O)cc2)CC1	7%	4%	0%	-10%	9%[57.1 µM]	29%	29%	1%	3%
Cc1nnc(CN(C)Cc2cn[nH]c2-c2ccc(-c3ccccc3)cc2)o1	i	-4%	-10%	-11%	9%	12%[57 µM]	5%	-4%	0%
CC1CC(C)CN(S(=O)(=O)c2ccc(C(=O)NCc3ccc4c(c3)OCO4)cc2)C1 (centres undefined)	-2%	u	-1%	-18%	-9%	4%	4%	-4%	-2%
Nc1ccc2c(c1)OC1(CCCC1)O2	-9%	u	0%	45µM*	-4%[57.1 µM]	-39%	5%	13%	u
Cc1ccc(NC(=O)CN(C)C(=O)COC(=O)C(C)(C)Oc2ccc(Cl)cc2)cc1	-13%	-6%	u	-16%	7%	18%	11%	11%	4%

Sorted by the number under JMJD2A Tudor inh (largest number first): 3 of the compounds above
smiles,Tb PGK inh,Pin1 inhibitor,ALOX12 inh,JMJD2A Tudor inh,TrxR1 inh,HP1b chromo inh,RGS4 inh,ERG Ets-DNA blk,GLS inh
Cc1nnc(CN(C)Cc2cn[nH]c2-c2ccc(-c3ccccc3)cc2)o1,i,-4%,-10%,-11%,9%,12%[57 µM],5%,-4%,0%
c1ccc(Cn2nnc3c(NCc4ccc5c(c4)OCO5)ncnc32)cc1,0%,3%,11%,-13%,17%,26%,-18%,14%,1%
Cc1ccc(NC(=O)CN(C)C(=O)COC(=O)C(C)(C)Oc2ccc(Cl)cc2)cc1,-13%,-6%,u,-16%,7%,18%,11%,11%,4%

Next part
SMILES	Tb PGK inh	Pin1 inhibitor	ALOX12 inh	JMJD2A Tudor inh	TrxR1 inh	HP1b chromo inh	RGS4 inh	ERG Ets-DNA blk	GLS inh
COC(=O)CN1C(=O)CSc2ccc(S(=O)(=O)Nc3cccc(C)c3)cc21	i	-13%	-17%	-8%	16%	49%[activator]	14%	-6%	-9%
Cc1nnc(SCC(=O)N(C)c2ccccc2)n1-n1cccc1	1%	-6%	u	-18%	-7%	9%	-3%	3%	4%
Nc1nc(SCC(=O)Nc2cccc(Oc3ccccc3)c2)n[nH]1	-9%	u	-9%	-20%	31%	12%	-3%	4%	15%
CN(C)S(=O)(=O)N(CC(=O)NCCSCc1ccccc1)c1ccccc1	-20%&-28%	-1%&-12%	u	-35%&-36%	-2%[57.1 µM]	u	14%&-3%	3%&3%	0%&8%
Nc1ncnc2c1nc(SCCO)n2Cc1ccccc1	1%	-14%	-1%	-3%	13%[57.1 µM]	41%	21%	5%	6%
CCCOC(=O)CSc1nc(N)c(C#N)c(-c2ccco2)c1C#N	9%	7%	-4%	-1%	-6%	33%	-23%	-3%	0%
O=C(Nc1ccc2c(c1)C(=O)N(CC1CCCO1)C2=O)c1ccccc1Br (centres undefined)	-11%	0%	-29%	-13%	26%	5%	5%	-10%	-7%
O=C(Nc1ccc2oc(-c3cc(Br)ccc3Cl)nc2c1)c1ccc2ccccc2c1	-3%	29%	u	u	-8%	12%	0%	-5%	-3%
CCC(=O)OCC(=O)C1(OC(=O)CC)[C@H](C)C[C@H]2[C@H]3[C@H]([C@@H](O)C[C@@]21C)[C@@]1(C)C=CC(=O)C=C1C[C@H]3Cl (some centres undefined)	i	2%	-4%	-17%	-7%	26%	8%	-1%	-2%
CCN(CC(=O)NCc1cccs1)C(=O)/C=C/c1ccc(OC)c(OC)c1	14%	-9%	13%	-9%	-13%	23%	4%	0%	9%
COc1cc(-c2cc(C(=O)NCc3ccco3)c3ccccc3n2)cc(OC)c1OC	-2%	4%	u	-28%	28%[0.0914 µM]	10%	-29%	6%	-9%
CCNc1nc(NCC)nc(OCCNS(=O)(=O)c2ccccc2)n1	0%	-1%	20%	-4%	12%	5%	1%	-9%	-1%
COc1ccc(C(=O)NC(=S)Nc2ccccc2N2CCOCC2)cc1Br	-1%	11%	16µM*	u	4%	u	-7%	4%	14%
CN(Cc1nc(Cc2cccc(C(F)(F)F)c2)no1)C1CC(C)(C)NC(C)(C)C1	5%	5%	-12%	-22%	4%[57.1 µM]	30%	21%	-2%	2%
Cc1cccc(CN2C(=O)CC(c3ccc(Cl)cc3)c3c(C)nn(-c4nc(C)cc(C)n4)c32)c1 (centres undefined)	0%	-9%	-7%	u	21%	12%	-13%	1%	-5%
CCC1(c2ccccc2)NC(=O)N(CC(=O)N(C)CC(=O)Nc2cccc(OC)c2)C1=O (centres undefined)	2%	6%	-15%	-12%	5%	20%	-5%	-6%	2%
N#Cc1c(Cn2cncn2)nc(=O)n(-c2ccc(Cl)cc2)c1N	1%	4%	-2%	-17%	-4%[57.1 µM]	27%	5%	-4%	5%
O=C(CSc1nnc(-c2ccco2)o1)c1ccc([N+](=O)[O-])cc1	i	0%	22%	-23%	-2%	52%[activator]	-29%	4%	-4%
CCOC(=O)c1c(C)[nH]c(C(=O)OCC(=O)Nc2ccc(OCC)cc2)c1C	-1%	9%	-3%	-3%	18%	36%	4%	-7%	2%
C1CCC2(CC1)OCC1(CO2)COC2(CCCCC2)OC1	-9%	u	u	8%[57.1 µM]	-8%	17%	12%	-10%	3%
CCN(CC)c1ccc(/C=N/NC(=O)CNC(=O)C2COc3ccccc3O2)c(O)c1 (centres undefined)	i	46%[activator]	7%	50µM*	1%[57.1 µM]	-15%	-12%	-15%	u
CN(C)c1ccc(CNC(=O)CCCN2C(=O)c3cccnc3Oc3ccc(Cl)cc32)cc1	-4%	1%	u	u	-22%	8%	-14%	-6%	14%
CCOc1cc(/C=N/n2c(C)nc3ccccc3c2=O)ccc1O	i	-1%	-3%	-15%	-9%[57.1 µM]	-31%	-8%	4%	10%
COc1ccc(-c2c(C)c3ccc(O)c(CN4CCN(C)CC4)c3oc2=O)cc1OC	9%	2%	0%	-14%	-6%[57.1 µM]	17%[57 µM]	11%	2%	3%
CC(C)=CCSc1nnc(CCNC(=O)OC(C)(C)C)o1	1%	2%	-34%	-2%	29%[57.1 µM]	22%	5%	5%	3%
CCOc1ccccc1NC(=O)NCCCCc1ccccc1	0%	2%	1%	-8%	7%	26%	-14%	5%	2%
Cc1cnc(NC(=O)/C=C/c2ccc(Br)o2)s1	-8%	14%	4%	-25%	-9%	19%	-11%	-2%	0%
S=C(NCc1ccccc1Cl)Nc1ccccc1Cl	-9%	u	u	3%	-21%	56%[activator]	-15%	-12%	2%
O=[N+]([O-])c1ccc(/C=N/Nc2ncc(Br)cn2)cc1	-2%	12%	124%[activator]	-24%	11%[57.1 µM]	43%[activator]	2%	1%	-9%
CN1CCN(S(=O)(=O)c2cccc(C#N)c2)C(c2ccccc2)C1 (centres undefined)	1%	4%	u	-3%	12%	26%	15%	1%	2%
COc1cccc(COC(=O)c2ccc3c(=O)n4c(nc3c2)CCC4)c1OC	-11%	12%	2%	u	2%[57.1 µM]	5%	-3%	-3%	0%

This is a subset; the hit share may differ from the screen's.
